# Bioassay records (PubChem BioAssay)
# NLRP3 yeast inh: inhibitors of NALP3 inflammasome in yeast; Yeast reconstituted NLRP3/ASC/caspase-1, beta-gal luminescence, 24 h; inhibition, % at 10 µM; actives 0.39% (n = 330,000);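 active means inhibition of 50% or more; inactive means inhibition below 50%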;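 further: plate controls were induced DMSO wells for no effect and uninduced yeast grown without galactose for full effect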
# HKDC1 inh: inhibitors of human hexokinase HKDC1; Q2TB90; recombinant HKDC1, G6PDH/diaphorase resazurin coupled fluorescence; inhibition, % at 20 µM; actives 0.16% (n = 340,000); AID 493160;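 active means inhibition above about 35% when tested at 20 µM, limit read from the data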;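 further: plate controls were DMSO wells with enzyme for no effect and DMSO wells lacking enzyme for full effect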
# Target sequence (Q2TB90 whole entry, looked up): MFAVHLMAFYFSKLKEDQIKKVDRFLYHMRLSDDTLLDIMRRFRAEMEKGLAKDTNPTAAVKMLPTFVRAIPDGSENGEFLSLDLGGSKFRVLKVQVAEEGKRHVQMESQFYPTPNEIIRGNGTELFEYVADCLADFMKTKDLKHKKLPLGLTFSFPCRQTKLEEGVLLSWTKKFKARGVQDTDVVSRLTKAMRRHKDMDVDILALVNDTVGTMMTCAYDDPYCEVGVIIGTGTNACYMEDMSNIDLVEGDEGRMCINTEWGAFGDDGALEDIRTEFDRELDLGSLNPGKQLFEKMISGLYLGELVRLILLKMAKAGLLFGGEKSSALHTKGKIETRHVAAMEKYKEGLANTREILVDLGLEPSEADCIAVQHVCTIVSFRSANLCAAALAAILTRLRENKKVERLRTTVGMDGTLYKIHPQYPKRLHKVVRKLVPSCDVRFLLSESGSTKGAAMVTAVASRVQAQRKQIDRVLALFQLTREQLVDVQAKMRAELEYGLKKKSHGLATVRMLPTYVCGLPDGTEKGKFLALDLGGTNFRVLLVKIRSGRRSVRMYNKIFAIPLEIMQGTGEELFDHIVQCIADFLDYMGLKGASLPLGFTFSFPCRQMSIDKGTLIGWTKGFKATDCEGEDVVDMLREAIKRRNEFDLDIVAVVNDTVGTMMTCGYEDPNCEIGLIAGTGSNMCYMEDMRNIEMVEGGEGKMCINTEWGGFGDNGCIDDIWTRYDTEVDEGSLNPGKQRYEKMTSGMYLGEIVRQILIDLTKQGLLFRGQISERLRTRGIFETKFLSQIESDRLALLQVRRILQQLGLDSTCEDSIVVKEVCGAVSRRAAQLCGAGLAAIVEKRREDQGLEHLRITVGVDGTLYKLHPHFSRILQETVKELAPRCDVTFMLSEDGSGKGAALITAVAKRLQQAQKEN
#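 test system = in-house recombinant HK5 (HKDC1) enzyme | amount = HKDC1 at 5 µg/mL | control set = DMSO-enzyme wells negative, buffer-substituted wells positive | compound = one dose of 20 µM, 1% DMSO | schedule = reaction time 90 min, room temperature, protected from light | technique = resorufin fluorescence at 613 nm | reagent = glucose with 1 mM ATP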
# SENP6 inh: SENP6 protease inhibition. AID 2599. Q9GZR1. Recombinant SENP6 catalytic domain, aminoluciferin luminescence. actives 1.8% (n = 330,000). inhibition, % at 10 µM;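 active means inhibition above about 50% at the single tested dose, limit read from the data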;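 further: plate controls were DMSO wells with enzyme for no effect and DMSO wells lacking enzyme for full effect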
# PfGluPho inh: PfG6PD (Plasmodium falciparum) enzyme inhibition | PfGluPho enzyme, NADPH resazurin-diaphorase fluorescence | inhibition, % at 20 µM | AID 504690 | actives 0.78% (n = 350,000);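 active means inhibition reaching at least a set limit at 20 µM in the primary screen, cut at about 59% in these data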;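 further: 0% = DMSO wells with substrate and 100% = DMSO wells lacking glucose-6-phosphate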
# SENP8 block-1: inhibitors of human SENP8 protease; Q96LD8; recombinant SENP8, Nedd8 substrate fluorescence; inhibition, % at 20 µM; actives 0.64% (n = 360,000); AID 602440; in the data active means inhibition mostly above about 40%, no sharp cut-off; inactive means mostly below about 27%
# Target sequence (Q96LD8 whole entry, looked up): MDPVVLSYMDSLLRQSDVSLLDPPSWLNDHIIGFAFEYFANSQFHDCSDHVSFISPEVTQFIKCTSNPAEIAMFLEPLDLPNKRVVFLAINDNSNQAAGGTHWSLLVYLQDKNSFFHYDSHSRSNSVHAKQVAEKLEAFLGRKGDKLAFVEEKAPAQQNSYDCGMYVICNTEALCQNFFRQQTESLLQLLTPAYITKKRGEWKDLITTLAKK
# SENP7 inh: blocks the human protease SENP7 | recombinant SENP7, Z-RLRGG-aminoluciferin luminescence, 40 min | inhibition, % at 5 µM | actives 1.5% (n = 330,000);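 active means inhibition above about 50% at the single test dose, limit read from the data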;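 further: plate controls were DMSO with enzyme for no effect and no enzyme buffer wells for full effect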
# SENP8 block-2: inhibitors of human SENP8 protease; inhibition, % at 10 µM; Q96LD8; AID 2540; purified SENP8, Z-RLRGG-aminoluciferin cleavage, luminescence; actives 1.2% (n = 330,000); in the data active means inhibition above about 50%
# SENP1 FRET inh: blocks the human SENP1 SUMO protease catalytic domain | inhibition, % at 10 µM | actives 0.21% (n = 360,000) | recombinant SENP1 catalytic domain, CyPet-SUMO1-YPet FRET cleavage | AID 624204;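 active means inhibition at least 30% at 10 µM, raw YFP signal under a set limit, fluorescence ratio 0.5 to 1.5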;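 further: 0% = enzyme with DMSO and 100% = no enzyme wells; some results filed as inactive read as strong as hits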
#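 Material: hSENP1 catalytic domain, recombinant; medium: Tris pH 8 with BME, BSA, NP40 and catalase; compound: single concentration of 10 µM compound, 0.5% DMSO final; technique: FRET read of cyan and yellow fluorescence; timing: 50 min enzyme reaction, room temperature, light-protected; reagent: SFCypet-SUMO1-SFYpet substrate at 25 nM; control set: no-enzyme low, enzyme-DMSO high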
# Apaf-1 inh: human Apaf-1 inhibition; O14727; reconstituted apoptosome caspase-3 activity, DEVD-Rh110 fluorescence; inhibition, % at 20 µM; actives 0.71% (n = 330,000); active means inhibition of at least 40% at 20 µM;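 further: plate controls were DMSO wells for no effect and DEVD-CHO caspase inhibitor wells for full effect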
#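 Material: reconstituted apoptosome with Apaf-1, cytochrome c, caspase-9, procaspase-3, dATP. Technique: Rh110 fluorescence intensity. Buffer or medium: pH 7.5 Hepes buffer with CHAPS, BSA, DTT. Times: 30 min plus 50 min, RT.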
# Starred values were filed as active, the others as inactive; i = inactive; / = no result given. Not a hit list; any-hit rate near 4.1%.
SMILES,NLRP3 yeast inh,HKDC1 inh,SENP6 inh,PfGluPho inh,SENP8 block-1,SENP7 inh,SENP8 block-2,SENP1 FRET inh,Apaf-1 inh
O=C(COC(=O)c1cc[n+]([O-])cc1)Nc1ccc(Cl)cc1Cl,11,-7,-2,-9,6,12,5,-2,-7
COc1ccc(CC(=O)NCc2n[nH]c(=S)n2-c2cccc(C)c2)cc1,15,-11,-14,42,3,-6,-10,-1,-9
Cc1oc2nc(SCC(=O)Nc3ccc(S(N)(=O)=O)cc3)nc(NC(=O)c3ccccc3)c2c1C,3,-7,8,-8,-5,7,2,3,-11
COc1cccc2oc3ccc(C#CC4(N)CCCCC4)cc3c(=O)c12,-35,-2,54*,19,i,13,31,-4,22
COC(=O)CN1C(=O)CC(C)(C)S(=O)c2ccccc21 (stereo not drawn),10,-3,-19,6,14,2,3,0,-7
Cc1ccc(C2=N/C(=C\c3c(C)nn(-c4ccccc4)c3N3CCCC3)C(=O)O2)cc1,16,17,-1,-7,9,5,0,3,8
O=C(NCCCn1ccnc1)c1ccc(NS(=O)(=O)c2ccc(Cl)c(Cl)c2)cc1,9,-5,1,-40,0,-4,12,0,5
COc1ccc(C(=O)Cc2ccccc2)cc1OC,8,-7,-10,5,2,-8,-16,-1,6
Cc1ccc(C)c(NC(=O)CSc2nnc(CSc3nc(C)cc(C)n3)n2Cc2ccco2)c1,-10,-2,9,-5,20,10,-5,-1,14
Cc1ccc(S(=O)(=O)NNC(=O)c2ccc(NC(=O)C3CC3)cc2)cc1,12,-3,-10,2,5,19,-8,1,-6
COc1cc(OC)c(S(=O)(=O)N2CCOCC2)cc1S(=O)(=O)N1CCOCC1,16,-1,10,-13,13,-1,-3,1,-1
CCC(C)c1ccccc1N1CC(C(=O)Nc2ccccc2N2CCCC2)CC1=O (stereo not drawn),1,-6,-11,-2,12,0,-3,-2,37
O=C(OCC(=O)N1CCN(C(=O)c2ccco2)CC1)c1ccccc1NCCO,10,-4,1,10,-402,6,-7,-6,7
O=C(CCc1ccccc1)N=C1SC2CS(=O)(=O)CC2N1Cc1ccc(F)cc1 (stereo not drawn),17,3,7,-12,-3,5,-2,1,10
CCCc1ccc(C(C)NC(=O)c2cnccn2)cc1 (stereo not drawn),22,-4,-13,-26,-7,4,-1,-13,2
Cn1c(N)c(S(=O)(=O)NCc2ccccc2Cl)c(=O)n(C)c1=O,10,-4,-14,-3,19,6,-4,-3,1
Cc1ccc(S(=O)(=O)N2CCNC(=O)CC2)cc1,9,-8,13,0,15,6,9,2,-21
c1ccc2[nH]c(-c3ccncc3)nc2c1,13,-7,13,-4,-363,7,1,0,1
CCOC(=O)N1CCC(Nc2c(NCCN3CCN(c4cccc(Cl)c4)CC3)c(=O)c2=O)CC1,17,-6,-5,1,15,2,2,0,5
CC(NC(=O)c1ccccc1)c1ccc(Br)cc1 (stereo not drawn),12,-12,8,-1,-1,-6,8,-1,5
CNC(=O)c1nc(C)n(-c2cc(Cl)cc(Cl)c2)n1,11,12,5,-13,16,12,4,1,-7
COc1ccc(CNc2ccc(-c3ccc(OC)cc3)nn2)cc1,34,14,-3,6,3,-3,-8,1,6
O=C(O)c1cn[nH]c1-c1cccc([N+](=O)[O-])c1,15,-3,18,-2,18,5,-13,1,-3
C/C=C(\C)c1nnc(NC(=O)c2ccco2)s1,-4,-1,42,-5,-100,17,5,1,2
O=C(NC1CCCCC1)C(=S)N1CCOCC1,-14,-4,-12,13,2,0,3,-1,-17
CC(=O)n1c(Cl)c(NC(=O)CCl)c2ccccc21,0,-11,-11,4,5,-1,14,1,-4
CCC(=O)N(CCC(c1ccco1)C(C)C)Cc1ccccc1 (stereo not drawn),-2,0,-7,-8,19,0,1,-6,0
C/C(CC(=O)Nc1ccc(N(C)C)cc1)=N\NC(=O)c1ccc(Cl)cc1Cl,15,3,-6,-19,22,4,2,0,-8
CC(C)(C)OC(=O)NCC(=O)Oc1cc2oc(=O)cc(-c3ccccc3)c2cc1Cl,-14,-4,-2,-37,-413,4,5,-27,4
CC1(CCC(=O)N2CCCC(Nc3ccc(F)cc3)C2)CC1 (stereo not drawn),3,-1,-10,-1,10,9,-4,-2,-4
N#Cc1c(N)sc2c1CCN(C(=O)OCc1ccccc1)C2,-6,-3,3,42,-11,4,2,-23,-7
Cn1c(=O)c2c(nc(SCC(=O)Nc3ccccc3N3CCCCC3)n2C)n(C)c1=O,1,7,-5,7,22,-9,3,0,14
Cc1ccc(/C=N/NC(=S)NC2CCCCC2)o1,3,-8,-24,10,18,-10,-5,-3,-4
COc1ccc(C(=O)/C=C/NCc2ccc(C)cc2)cc1,20,0,-6,0,-15,-1,-6,-30,25
CCn1c(SCC(=O)Nc2ccccc2-c2ccccc2)nnc1-c1ccoc1C,5,-4,-5,5,22,8,-3,3,5
COCCn1c(N)c(N(Cc2ccccc2)C(=O)CSCC(=O)Nc2ccc(OC)cc2)c(=O)[nH]c1=O,7,-4,-9,1,1,0,5,-4,3
COc1ccc(N2CCN(Cc3nc4ccsc4c(=O)[nH]3)CC2)cc1,14,-16,14,12,10,-3,6,2,-20
Cc1ccc(S(=O)(=O)N2C(=O)C(c3ccccc3)SC2=Nc2ccccc2)cc1 (stereo not drawn),23,-10,-13,55,7,0,-8,0,-16
NC(=S)NNc1cccc(Cl)c1,20,-4,-3,59,20,5,9,1,-9
CCC(C)n1c(SCC(=O)/C(C#N)=C(\C)N)nc2ccccc2c1=O (stereo not drawn),-4,-2,1,-5,9,6,-4,1,13
Cc1ccc(C(=O)NNC(=S)NC(=O)COc2ccccc2)cc1,14,-14,9,-25,12,0,-2,1,-5
CCC1=Nc2cc(C(=O)NCCCOC(C)C)ccc2Sc2ccccc21,-2,0,-14,3,3,10,0,1,8
CS(=O)(=O)c1ccccc1-c1nc(-c2ccc([N+](=O)[O-])cc2)no1,4,-6,-7,-11,4,4,7,0,5
O=c1c(OC2OC(CO)C(O)C(O)C2O)c(-c2ccc(O)c(O)c2)oc2cc(O)cc(O)c12 (stereo not drawn),20,0,-15,-22,28,7,-15,23,9
CCCC1(CCC)NC(=O)N(CC(=O)Nc2ccccc2OC)C1=O,15,-1,5,-3,8,6,-1,-1,2
COc1ccc(CCNC(=O)COc2ncnc3ccccc23)cc1OC,4,-2,15,-2,12,3,-5,1,-21
C=CCN1C(=O)/C(=C\C=C2\N(C)c3ccccc3C2(C)C)SC1=S,33,-5,12,3,56*,8,-4,80,-2
O=C(N/N=C/c1c(O)ccc2ccccc12)c1ccc(CO)nc1,11,-20,17,-6,-14,10,-4,-27,3
Cc1ccc(-c2csc(NC(=O)c3c(C)noc3C)n2)s1,18,0,9,19,-83,-10,-8,-23,10
O=C(CCN1C(=O)S/C(=C\c2ccccc2)C1=O)Nc1ccc(S(=O)(=O)Nc2nccs2)cc1,14,16,7,-46,35,-2,-5,-3,0
C[C@@]12C(=O)N(c3cccc(F)c3)C(=O)N1[C@H](c1ccc(Cl)cc1)[C@@H]1C(=O)N(C3CCCCC3)C(=O)[C@@H]12,9,1,0,15,23,-6,0,2,20
Cn1c(-c2ccccc2)n[nH]c1=S,11,-5,7,12,10,1,-6,1,-17
CCCc1cc(=O)oc2cc(C)cc(OCC(=O)N[C@@H](CSCc3ccccc3)C(=O)O)c12,-11,1,-24,-5,-45,-13,-7,1,7
COc1cc(C)c(C(=O)CSc2nnc(CNC(=O)c3ccco3)n2C)cc1C,13,-3,-13,-11,8,3,-2,1,5
O=C1CSC(c2ccc(F)cc2)N1c1nc2ccccc2s1 (stereo not drawn),-9,2,1,-5,9,-4,-2,-1,15
C[C@@]12C(=O)Nc3cc(F)c(F)cc3C(=O)N1[C@H]1c3cc(Cl)ccc3OC[C@@H]1[C@@H]2c1ccccc1,9,2,13,5,1,3,1,0,13
COC(=O)c1cnc(Nc2cccc(C(F)(F)F)c2)c([N+](=O)[O-])c1,35,1,1,17,33*,2,0,3,-2
O=C(NCCN1CCOCC1)c1noc2c1CCc1ccccc1-2,-2,-4,-6,10,17,-11,-16,0,-3
COc1ccc(O)c(C2(O)C(=O)c3ccccc3C2=O)c1,-9,3,-20,-20,0,-4,-9,1,-11
Cc1nn(CC(=O)N2CCN(C34CC5CC(CC(C5)C3)C4)CC2)c(C)c1[N+](=O)[O-],17,-5,-7,9,22,3,3,-3,6

# More entries
SMILES,NLRP3 yeast inh,HKDC1 inh,SENP6 inh,PfGluPho inh,SENP8 block-1,SENP7 inh,SENP8 block-2,SENP1 FRET inh,Apaf-1 inh
Cc1ccc(OCC(=O)NCCNC(=O)c2ccco2)cc1C,1,-8,-12,-8,5,-2,-2,0,-1
COc1ccc(C(=O)/C=C/c2ccccc2)c(OC)c1,23,5,47,19,33,38,42,9,-3
CC[C@H](C)[C@H]1CNC(=S)N1CC1CCN(CCCC2CCCC2)CC1,/,-3,/,4,-5,/,/,1,/
Cc1cc2oc(=O)c(CC(=O)NCCCN(C)C)c(C)c2c2occ(C(C)(C)C)c12,19,0,-12,7,/,-4,-9,/,26
COc1ccc2cc(S(=O)(=O)N3CCCCCC3)ccc2c1,15,-3,9,8,6,-10,-8,0,20
O=C(CSc1nc2ccccc2c(=O)n1-c1ccc(F)c(Cl)c1)Nc1cccc(S(=O)(=O)N2CCOCC2)c1,17,-10,-1,0,24,-1,-7,-1,13
C[C@H](CO)N1C[C@H](C)[C@@H](CN(C)C)Oc2c(NC(=O)c3ccncc3)cccc2C1=O,6,-1,-11,2,8,5,-5,2,-6
Cc1cc(C)n2nc(SCC(=O)Nc3ccc(O)cc3)nc2n1,18,0,-15,-5,-1,4,4,-1,0
CCNC(=S)N1CCC(NC(=O)C2CCCCC2)CC1,8,-3,0,-17,11,-3,1,2,6
CCC(C)NC(=O)CCNS(=O)(=O)c1ccc(Br)cc1 (stereo not drawn),8,-6,-11,2,17,2,-1,3,6

# Reformatted with bars between the fields: part of the list above
SMILES | NLRP3 yeast inh | HKDC1 inh | SENP6 inh | PfGluPho inh | SENP8 block-1 | SENP7 inh | SENP8 block-2 | SENP1 FRET inh | Apaf-1 inh
CC[C@H](C)[C@H]1CNC(=S)N1CC1CCN(CCCC2CCCC2)CC1 | / | -3 | / | 4 | -5 | / | / | 1 | /
Cc1cc2oc(=O)c(CC(=O)NCCCN(C)C)c(C)c2c2occ(C(C)(C)C)c12 | 19 | 0 | -12 | 7 | / | -4 | -9 | / | 26
COc1ccc2cc(S(=O)(=O)N3CCCCCC3)ccc2c1 | 15 | -3 | 9 | 8 | 6 | -10 | -8 | 0 | 20
O=C(CSc1nc2ccccc2c(=O)n1-c1ccc(F)c(Cl)c1)Nc1cccc(S(=O)(=O)N2CCOCC2)c1 | 17 | -10 | -1 | 0 | 24 | -1 | -7 | -1 | 13
C[C@H](CO)N1C[C@H](C)[C@@H](CN(C)C)Oc2c(NC(=O)c3ccncc3)cccc2C1=O | 6 | -1 | -11 | 2 | 8 | 5 | -5 | 2 | -6
Cc1cc(C)n2nc(SCC(=O)Nc3ccc(O)cc3)nc2n1 | 18 | 0 | -15 | -5 | -1 | 4 | 4 | -1 | 0
